# pPAFAH inh – inhibitors of human plasma PAF acetylhydrolase (pPAFAH); recombinant pPAFAH, FP-rhodamine probe fluorescence polarization; inhibition, % at 3.39 µM; 1.5% of 330,000 active;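 active means inhibition above the mean inhibition across the screen plus 3 SD, cut at about 25% in these data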;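 further: inhibitors block binding of the rhodamine activity-based probe so polarization drops; 0% = enzyme with DMSO and 100% = wells lacking pPAFAH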
# PAFAH1B2 FP inh – PAFAH1B2 (human) inhibition. inhibition, % at 3.39 µM. 1.2% of 340,000 active. P68402. recombinant PAFAH1B2, FP-rhodamine activity probe, fluorescence polarization;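 active means inhibition above the mean of all tested compounds plus 3 SD, cut at about 24% in these data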;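 further: 0% = enzyme with DMSO and 100% = wells lacking PAFAH1B2; many of its hits are not listed in these tables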
# Target sequence (P68402 whole entry, looked up): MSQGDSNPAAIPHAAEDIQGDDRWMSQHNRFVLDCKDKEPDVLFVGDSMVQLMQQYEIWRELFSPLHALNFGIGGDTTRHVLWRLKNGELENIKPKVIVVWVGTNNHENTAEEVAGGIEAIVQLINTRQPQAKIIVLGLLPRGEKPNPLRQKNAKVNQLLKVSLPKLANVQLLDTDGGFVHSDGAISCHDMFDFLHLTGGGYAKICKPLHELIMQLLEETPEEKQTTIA
# LYPLA2 inh – blocks human lysophospholipase 2, a PME1 counter-screen. inhibition, % at 5.9 µM. AID 2177. recombinant LYPLA2, FP-Rh probe fluorescence polarization. 0.38% of 320,000 active. O95372;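 active means inhibition above the screen-wide mean plus 3 SD, limit set per campaign, cut at about 26% in these data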;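 further: 0% = LYPLA2 with DMSO and 100% = wells lacking LYPLA2 enzyme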
# PAFAH2 inh – PAFAH2 (human) inhibition. Q99487. recombinant PAFAH2, FP-rhodamine activity probe, fluorescence polarization. inhibition, % at 3.39 µM. 0.99% of 340,000 active. AID 492956;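 active means inhibition above the mean over all tested compounds plus 3 SD, cut at about 30% in these data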;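 further: inhibitors block probe labeling of enzyme so polarization drops; 0% = enzyme with DMSO and 100% = wells lacking PAFAH2 protein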
# PAFAH1B3 FP inh – PAFAH1B3 (human) inhibition; recombinant PAFAH1B3, FP-rhodamine probe, fluorescence polarization; 0.28% of 340,000 active; AID 492972; Q15102; inhibition, % at 3.39 µM;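 active means inhibition above the screen-wide average of all tested compounds plus 3 SD, cut at about 25% in these data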;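 further: 0% = enzyme with DMSO only and 100% = wells lacking PAFAH1B3 protein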
# PAD4 inh – PAD4 (human) enzyme inhibition; recombinant PAD4, RCA probe fluorescence polarization; AID 485272; inhibition, % at 6.36 µM; Q9UM07; 0.41% of 330,000 active;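 active means percent inhibition above a cutoff equal to the mean of all tested compounds plus 3 SD, cut at about 15% in these data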;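 further: 0% = PAD4 with RCA probe and DMSO and 100% = probe without PAD4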
# LYPLA1 inh – blocks human lysophospholipase 1, a PME1 counter-screen; recombinant LYPLA1, FP-Rh probe fluorescence polarization; inhibition, % at 5.9 µM; 0.16% of 320,000 active;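 active means inhibition above the mean of all tested compounds plus 3 SD, set per campaign, cut at about 14% in these data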;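 further: inhibitors block serine hydrolase probe labeling of LYPLA1 so polarization falls; 0% = enzyme with DMSO and 100% = wells lacking LYPLA1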
# GSTO1 counter – GSTO1 inhibition, counter-screen for RBBP9 inhibitors. P78417. recombinant GSTO1, activity-based probe fluorescence polarization. inhibition, % at 5.96 µM. 1.1% of 300,000 active;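 active means inhibition above the campaign mean inhibition plus 3 SD, cut at about 35% in these data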;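 further: 0% = GSTO1-1 with DMSO and 100% = wells lacking GSTO1-1 enzyme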
# Target sequence (P78417 whole entry, looked up): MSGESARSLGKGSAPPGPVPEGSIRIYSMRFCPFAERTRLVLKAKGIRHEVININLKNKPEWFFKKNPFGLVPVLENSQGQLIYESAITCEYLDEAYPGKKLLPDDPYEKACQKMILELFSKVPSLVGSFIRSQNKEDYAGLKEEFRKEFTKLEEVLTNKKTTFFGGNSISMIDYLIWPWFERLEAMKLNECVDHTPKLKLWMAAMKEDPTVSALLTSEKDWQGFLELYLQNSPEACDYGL
# PME-1 inh – blocks human protein phosphatase methylesterase 1. recombinant PME-1, FP-Rh probe fluorescence polarization. inhibition, % at 5.9 µM. 0.53% of 320,000 active;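 active means inhibition above the campaign mean of all compounds plus 3 SD, cut at about 26% in these data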;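 further: competitive labeling of PME-1 active site by serine hydrolase directed probe; 0% = PME-1 with DMSO and 100% = wells lacking PME-1 enzyme; inhibitors block probe labeling so polarization falls and inhibition rises; many of its hits are not listed in these tables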
# Target sequence (Q9Y570 whole entry, looked up): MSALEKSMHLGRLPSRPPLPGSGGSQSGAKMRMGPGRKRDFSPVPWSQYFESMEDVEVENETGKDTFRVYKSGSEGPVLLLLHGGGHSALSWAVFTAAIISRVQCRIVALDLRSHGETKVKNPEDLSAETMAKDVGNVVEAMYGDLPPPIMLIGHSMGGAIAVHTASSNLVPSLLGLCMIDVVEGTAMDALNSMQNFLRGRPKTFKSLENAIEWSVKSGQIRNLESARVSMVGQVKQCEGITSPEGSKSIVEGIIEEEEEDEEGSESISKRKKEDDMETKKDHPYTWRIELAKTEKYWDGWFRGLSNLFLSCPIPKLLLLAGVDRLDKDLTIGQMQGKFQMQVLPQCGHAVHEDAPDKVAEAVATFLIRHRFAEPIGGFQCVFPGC
# * marks the source's active call; other numbers are inactive results; . = not tested or not shown.
SMILES,pPAFAH inh,PAFAH1B2 FP inh,LYPLA2 inh,PAFAH2 inh,PAFAH1B3 FP inh,PAD4 inh,LYPLA1 inh,GSTO1 counter,PME-1 inh
Cc1cc(NC(=O)CSc2nc(=O)n3cc(Cl)ccc3n2)no1,8,-3,1,2,-6,-3,2,1,0
CCC(C)(C)n1nnnc1C(c1ccc(C)cc1)N1CCC(C)CC1 (configuration not stated),4,1,6,-2,1,4,-1,4,-4
CCCCOC(=O)CCN1C(=O)/C(=C2\SC(=S)N(CCC(=O)OCCCC)C2=O)SC1=S,-4,-10,-11,-22,-8,0,-3,1,-6
O=C1[C@H]2CCC=C[C@H]2[C@H](c2cccc(Br)c2)N1Cc1ccccc1,7,9,.,7,-1,2,.,.,.
CC(C(=O)N1CCCc2ccccc21)N1C(=O)c2ccccc2C1=O (configuration not stated),5,6,6,-3,-2,-5,2,-1,-1
O=C(Nc1ccccc1)N1CCC(C(=O)N2CCN(Cc3ccccc3)CC2)CC1,-2,1,-1,-6,-7,3,-1,.,-4
CCn1cc2nc(SCC(=O)Nc3ccccc3F)n(Cc3ccccc3)c(=O)c2n1,2,5,-1,-4,-4,1,-3,0,4
NC(=O)c1ccccc1NC(=O)Nc1cccc2ccccc12,1,0,0,1,6,-1,0,3,-1
COCCn1nnnc1C(c1ccc2ncccc2c1)N1CCc2ccccc21 (configuration not stated),4,-2,8,11,11,0,-1,6,-2
Cc1ccccc1C(=O)N/N=C1/SCC(=O)N1Cc1ccccc1,3,3,4,-6,-5,4,2,5,0

# Sorted by SMILES length (descending): some entries from above
SMILES,pPAFAH inh,PAFAH1B2 FP inh,LYPLA2 inh,PAFAH2 inh,PAFAH1B3 FP inh,PAD4 inh,LYPLA1 inh,GSTO1 counter,PME-1 inh
CCCCOC(=O)CCN1C(=O)/C(=C2\SC(=S)N(CCC(=O)OCCCC)C2=O)SC1=S,-4,-10,-11,-22,-8,0,-3,1,-6
O=C1[C@H]2CCC=C[C@H]2[C@H](c2cccc(Br)c2)N1Cc1ccccc1,7,9,.,7,-1,2,.,.,.
O=C(Nc1ccccc1)N1CCC(C(=O)N2CCN(Cc3ccccc3)CC2)CC1,-2,1,-1,-6,-7,3,-1,.,-4
CC(C(=O)N1CCCc2ccccc21)N1C(=O)c2ccccc2C1=O (configuration not stated),5,6,6,-3,-2,-5,2,-1,-1
COCCn1nnnc1C(c1ccc2ncccc2c1)N1CCc2ccccc21 (configuration not stated),4,-2,8,11,11,0,-1,6,-2
Cc1cc(NC(=O)CSc2nc(=O)n3cc(Cl)ccc3n2)no1,8,-3,1,2,-6,-3,2,1,0
NC(=O)c1ccccc1NC(=O)Nc1cccc2ccccc12,1,0,0,1,6,-1,0,3,-1

# (more compounds)
SMILES,pPAFAH inh,PAFAH1B2 FP inh,LYPLA2 inh,PAFAH2 inh,PAFAH1B3 FP inh,PAD4 inh,LYPLA1 inh,GSTO1 counter,PME-1 inh
CC(C)(C)SCCNC(=O)/C=C/c1cccc([N+](=O)[O-])c1,0,6,0,2,7,3,-2,-1,3
CSc1ccccc1NC(=O)c1ccc(N2CC3CC(C2)c2cccc(=O)n2C3)c(NC(=O)c2ccncc2)c1 (configuration not stated),3,0,-4,2,1,-3,-2,-6,-3
O=C(O)CCCCOn1ccnc1,2,5,-6,4,9,-2,0,7,3
CCOc1ccccc1NC(=O)COc1ccc2c(c1)OCO2,6,3,0,6,4,1,-1,1,-19
O=C(Nc1cccc(-c2cn3cccnc3n2)c1)c1ccco1,0,5,0,-5,8,-4,-5,-1,0
N#C/C(=C/C=C/c1ccccc1)C(=O)Nc1ccccc1,4,-13,-9,-47,-18,-2,-5,2,-8
COC(=O)c1cc(C(=O)OC)n(Cc2ccc(Br)cc2)n1,3,3,3,-2,0,-4,-1,-1,3
O=C(O)CCC(=O)N1N=C(c2ccccc2)CC1c1ccc2nccnc2c1 (configuration not stated),0,4,0,-3,9,2,-2,-4,-2
CCn1nc(C)c(Br)c1-c1nc(CS(=O)(=O)c2ccc(F)cc2)no1,-3,10,3,4,9,1,0,2,-3
O=C(/C=C/c1ccc(S(=O)(=O)NCc2ccco2)cc1)N1CCN(c2ccccc2)CC1,23,5,4,16,2,-1,1,3,3
Cc1c(N=C2NC(=O)/C(=C/c3cccc([N+](=O)[O-])c3)S2)c(=O)n(-c2ccccc2)n1C,-1,.,6,.,.,-4,0,2,1
CNC(=S)N/N=C/c1c(C)cccc1Cl,6,5,-5,5,0,4,-3,14,2
CCCC[C@@H]1C[C@H]1[C@@H](NC(=O)c1cccs1)c1ccc(Cl)cc1,-1,.,-15,.,.,-4,-9,-2,-15
CN(C)c1ccc(/C=N/N(CCC#N)C2=NS(=O)(=O)c3ccccc32)cc1,3,0,4,6,5,1,-1,-1,0
CCn1nc(C)c(CN2CCN(Cc3ccc(OC)c(C)c3C)C(CCO)C2)c1C (configuration not stated),-4,-2,-3,6,1,-4,1,5,3
CS(=O)(=O)N1CCCC(C(=O)Nc2ccccc2F)C1 (configuration not stated),3,-2,0,-2,6,-3,2,0,-8
CCOC(=O)c1ccc(NC(=O)C(=O)NCc2ccco2)cc1,-5,7,-14,3,6,3,-5,9,-2
CCOc1ccc(Br)cc1S(=O)(=O)Nc1ccc(C(=O)Nc2ccc(C)cc2)cc1,7,-3,-20,-25,-2,3,-14,-11,-18
CC(=O)Nc1ccc(S(=O)(=O)NCC2CCC(C(=O)N3CCN(c4ccccn4)CC3)CC2)cc1 (configuration not stated),4,2,14,1,6,0,1,5,4
CCOC(=O)c1c(S(=O)(=O)NCc2ccco2)c(C)n(C)c1C,3,-2,4,2,-2,-1,-1,0,1
COC(=O)Cn1c(=O)oc2ccc(C)cc21,3,-2,-5,-1,4,6,0,14,0
COC(=O)C1=C(C)NC(=O)CC1c1cc2c(cc1Br)OCO2 (configuration not stated),1,4,1,-6,1,-6,1,17,-5
COc1ccc(C2C(CN3CCOCC3)C(=O)N2c2ccccc2)cc1 (configuration not stated),-4,3,-5,4,3,-1,-6,-3,-4
COCCN(C(=O)COC(=O)Cc1c(C)nc2ccccc2c1C)c1c(N)n(CC(C)C)c(=O)[nH]c1=O,-1,0,.,-6,1,-3,.,.,.
COCCn1c(=O)[nH]c2cc(C(=O)NCCN3CCN(c4ccccc4)CC3)ccc2c1=O,5,5,0,-5,-5,-7,-4,-4,4
COc1ccccc1CCc1nnc(CCC(=O)NC(C)Cc2ccsc2)o1 (configuration not stated),6,4,3,0,5,-3,-1,12,-5
CCC(C)(C)NC(=O)C(c1ccc(C)o1)N(Cc1ccc2c(c1)OCO2)C(=O)c1snc(C(N)=O)c1N (configuration not stated),-2,0,8,2,9,4,5,4,3
Cc1ccc(OCC(=O)Nc2c(C)ccc3nsnc23)cc1,-1,4,-1,6,8,-2,-2,7,-3
CCOc1ccc(N(C)S(=O)(=O)c2ccc3[nH]cc(C(=O)NCCCOC)c(=O)c3c2)cc1,1,0,4,0,10,0,-2,-23,-6
COc1ccc(CCNC(=O)Cn2cnc3scc(-c4ccccc4)c3c2=O)cc1OC,-2,4,-6,-2,9,-4,-3,0,-5
CCOC(=O)c1nn(-c2ccccc2)c(=O)cc1SC(C)C,13,-1,7,0,9,1,3,5,5
COC(=O)c1cc(OC)c(OC)c(OC)c1NC(=O)c1ccc(S(=O)(=O)N(C)C)cc1,-2,0,-5,-6,-7,1,-1,-2,5
O=C(CN(Cc1ccco1)C(=O)CNS(=O)(=O)c1ccc(F)cc1)NCc1ccc(F)cc1,3,7,-5,8,1,-4,0,2,-10
O=C(c1cc(Br)c[nH]1)N1CCSCC1,-1,3,-7,-4,0,-5,2,-8,-5
Cc1ccc(C)c(-n2c(-c3ccc(Br)cc3)csc2=NC(=O)c2ccccc2F)c1,-4,-2,-10,-6,10,0,-2,-3,-14
CCCNC(=O)c1ccc(CNc2c(N3CCC(C(=O)OCC)CC3)c(=O)c2=O)cc1,3,1,2,-3,1,2,0,9,-3
COc1ccc(C(=O)NC2CCN(CC(=O)Nc3c(C)cccc3C)CC2)cc1OC,8,-2,4,0,2,1,2,4,6
CCN1CCN(C(=O)/C(=C/c2ccco2)NC(=O)c2ccccc2)CC1,4,3,-2,-11,6,-1,1,5,2
C/C=C/Cn1c(SCCCc2ccccc2)nc2c1c(=O)[nH]c(=O)n2C,20,7,-5,-3,-4,0,-2,2,23
CS(=O)(=O)Nc1ccc(C2=NN(C(=O)c3cccc(F)c3)C(c3cccs3)C2)cc1 (configuration not stated),4,4,0,-5,12,0,-2,3,0
O=C(c1ccccc1F)N(Cc1ccc(F)cc1)C1CCS(=O)(=O)C1 (configuration not stated),3,3,8,-4,0,0,-2,10,6
O=C(C1CC1)N1CCc2cc(Br)cc(S(=O)(=O)N3CCN(c4ccccn4)CC3)c21,-2,4,-1,0,3,0,-4,-3,10
O=C(CSc1ccc(F)cc1)Nc1cccc(S(=O)(=O)N2CCOCC2)c1,4,11,.,2,-3,-4,.,.,.
COc1ccccc1NC(=O)c1cc(Cl)nnc1Cl,-1,3,3,5,3,-3,-1,-2,3
O=C(c1ccc(F)cc1)N1CCN(C2CC3CCC2C3)CC1 (configuration not stated),1,9,7,-1,1,-4,-1,13,-2
O=C(N/N=C/c1cc(Cl)c(O)c(Cl)c1)c1cc2c(ccc3ccccc32)o1,61*,36*,7,45*,21,-2,24*,37*,57*
Cc1ccc(S(=O)(=O)N2CCN(Cc3ccccc3)CC2)c(C)c1N(C)S(=O)(=O)c1ccccc1,2,-2,5,-3,7,-2,-1,7,2
CC1CCN(C(=O)Cn2nnc(-c3ccccc3)n2)CC1,4,1,4,-8,2,-5,-2,4,-1
Cc1cc(CNC(=O)COc2ccc(F)cc2)c2ccccc2n1,0,1,1,-9,-3,-4,-1,3,2
COc1ccc(NS(=O)(=O)c2ccc3oc(SCc4ccc(F)cc4)nc3c2)cc1,-1,-15,-35,-36,-21,2,-20,0,-31
O=C(Cc1ccc(Cl)cc1)Nc1ncccn1,1,8,6,-3,-2,-2,-2,-1,-1
O=S(=O)(c1ccc2c(c1)OCCO2)N1CCN(Cc2ccc3c(c2)OCO3)CC1,-2,5,-1,3,10,1,-1,-2,7

# Only PAFAH1B2 FP inh, for some of the entries so far:
mol	PAFAH1B2 FP inh
O=C(c1ccc(F)cc1)N1CCN(C2CC3CCC2C3)CC1 (configuration not stated)	9
Cc1ccc(S(=O)(=O)N2CCN(Cc3ccccc3)CC2)c(C)c1N(C)S(=O)(=O)c1ccccc1	-2
O=C(CSc1ccc(F)cc1)Nc1cccc(S(=O)(=O)N2CCOCC2)c1	11
O=C(c1ccccc1F)N(Cc1ccc(F)cc1)C1CCS(=O)(=O)C1 (configuration not stated)	3

# High-throughput results: PubChem, The Scripps Research Institute Molecular Screening Center

# An excerpt; the hit share may differ from the screen's.
